PLCg1 inh = PLC-gamma1 (human) inhibition, primary screen. purified PLC-gamma1, fluorogenic substrate, fluorescence. 0.84% of 370,000 active. inhibition, % at 12.2 µM; in the data active means inhibition above about 9.5%
DAX1 inh-1 = NR0B1 (DAX1) inhibition; AID 504766; inhibition, % at 6.75 µM; HEK293 Gal4-DAX1 luciferase reporter, luminescence; 0.99% of 340,000 active;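 active means inhibition above the mean over all tested compounds plus 3 SD, cut at about 4.2% in these data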;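 further: 0% = DAX1-transfected cells with DMSO and 100% = empty-vector control cells with DMSO; inhibition shows as a rise in luminescence from relieved DAX1 repression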
ADAM17 inh = ADAM17 inhibition, QFRET primary screen | recombinant ADAM17, EDANS/DABCYL FRET peptide cleavage | inhibition, % at 6.95 µM | 0.83% of 370,000 active;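 active means inhibition above the mean of compounds lying between control limits plus 3 SD, set per campaign, cut at about 8.5% in these data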;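 further: 0% = DMSO-only wells as the low control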
hcDAF-12 act = H. contortus DAF-12 activation, primary screen | AID 652067 | 1.4% of 370,000 active | HEK293 hcDAF-12 lit1-tk-luc reporter, luminescence; 0% DMSO, 100% Δ7-dafachronic acid | activation, % at 6.8 µM;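 active means activation above the mean of all tested compounds plus 3 SD, cut at about 5.5% in these data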;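 further: 100% = response to 3 µM Δ7-dafachronic acid high control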
hgDAF-12 ag = agonists of H. glycines DAF-12 nuclear receptor | HEK293 GAL4-hgDAF12 UAS-luciferase reporter, agonist luminescence; normalized to butyrate control | activation, % at 6.8 µM | 1.8% of 370,000 active | AID 687014;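 active means activation above a cutoff set at the mean of all screened compounds plus 3 SD, cut at about 10% in these data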;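 further: 0% = DMSO wells and 100% = sodium butyrate wells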
ssDAF12 agonist = activates DAF-12 receptor from parasite S. stercoralis | HEK293 ssDAF-12/GRIP1 lit1-tk-luc reporter, luminescence; % of 3 µM dafachronic acid response | activation, % at 6.8 µM | 1% of 370,000 active | AID 652126;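 active means activation above the mean over all tested compounds plus 3 SD, cut at about 0.9% in these data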;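 further: 0% = DMSO-only wells and 100% = 3 µM delta7-dafachronic acid wells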
PLCb3 inh = blocks human PLC-beta3 enzyme activity; Q01970; Purified PLC-beta3, fluorogenic substrate, fluorescence; inhibition, % at 12.2 µM; 0.18% of 370,000 active; AID 720704; in the data active means inhibition above about 11%;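 further: 0% = median of compound wells on plate and 100% = full blocker control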
Rev-erbA mod = modulators of human Rev-erb alpha DNA binding; P20393; Rev-erbα–FITC-DNA binding, fluorescence polarization, 90 min; activity, % at 10 µM; 0.79% of 370,000 active; AID 1259318;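 active means activity above about 14%, limit read from the data; passing the limit was not always enough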;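 further: 0% = DMSO wells with 35 nM protein and 100% = DMSO wells with 750 nM protein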
Target sequence (P20393 whole entry, looked up): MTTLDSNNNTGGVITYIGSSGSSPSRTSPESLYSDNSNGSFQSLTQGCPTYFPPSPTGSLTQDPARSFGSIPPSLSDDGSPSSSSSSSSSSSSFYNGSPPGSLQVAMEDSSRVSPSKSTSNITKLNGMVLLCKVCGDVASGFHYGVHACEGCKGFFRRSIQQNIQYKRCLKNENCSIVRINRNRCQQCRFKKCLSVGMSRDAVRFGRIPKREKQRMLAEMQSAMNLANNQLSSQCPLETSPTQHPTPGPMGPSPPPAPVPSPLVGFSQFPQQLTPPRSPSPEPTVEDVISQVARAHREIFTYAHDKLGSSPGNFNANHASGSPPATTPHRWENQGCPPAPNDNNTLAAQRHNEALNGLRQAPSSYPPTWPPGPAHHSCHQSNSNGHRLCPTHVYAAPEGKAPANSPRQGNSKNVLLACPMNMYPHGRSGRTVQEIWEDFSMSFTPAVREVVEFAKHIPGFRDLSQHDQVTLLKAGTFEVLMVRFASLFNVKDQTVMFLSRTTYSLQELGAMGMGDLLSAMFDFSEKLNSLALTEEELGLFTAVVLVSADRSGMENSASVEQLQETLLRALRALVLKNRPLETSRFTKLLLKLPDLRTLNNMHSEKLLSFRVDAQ
SMARCA2 activ = increases SMARCA2 function in MMTV reporter cells; activation, % at 9.1 µM; 1% of 370,000 active; MG213 cells, MMTV-luciferase reporter, dexamethasone, overnight; in the data active means activation above about 7.8%;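 further: 0% = vehicle wells and 100% = reference activator wells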
MBD2 DNA inh = inhibitors of human MBD2 binding to methylated oligonucleotide; 0.31% of 370,000 active; inhibition, % at 4.4 µM; AID 686964; TR-FRET; in the data active means inhibition above about 13%
Target sequence (Q9UBB5 whole entry, looked up): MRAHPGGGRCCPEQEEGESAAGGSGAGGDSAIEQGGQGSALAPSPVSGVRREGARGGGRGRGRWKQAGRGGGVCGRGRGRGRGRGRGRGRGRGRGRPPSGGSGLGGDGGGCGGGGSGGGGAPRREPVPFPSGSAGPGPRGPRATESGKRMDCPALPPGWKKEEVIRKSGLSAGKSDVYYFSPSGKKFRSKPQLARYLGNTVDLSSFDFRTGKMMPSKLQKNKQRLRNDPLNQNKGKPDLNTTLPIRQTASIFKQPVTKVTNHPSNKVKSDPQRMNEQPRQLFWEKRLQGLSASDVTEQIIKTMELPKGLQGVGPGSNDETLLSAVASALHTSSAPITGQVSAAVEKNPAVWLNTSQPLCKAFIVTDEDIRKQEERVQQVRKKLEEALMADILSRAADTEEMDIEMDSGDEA
DAX1 inh-2 = blocks DAX1 repression of SF-1 activated StAR promoter; HEK293T StAR-luciferase reporter, SF-1/DAX-1 repression relief; inhibition, % at 6.8 µM; 1.1% of 370,000 active; AID 652010;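 active means inhibition above the mean over all tested compounds plus 3 SD, cut at about 3.6% in these data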;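 further: 0% = DAX-1 cells with DMSO and 100% = cells lacking DAX-1 with DMSO; higher inhibition means more luminescence from relief of DAX-1 repression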
Numbers without * were called inactive; · = not tested or not shown.

SMILES	PLCg1 inh	DAX1 inh-1	ADAM17 inh	hcDAF-12 act	hgDAF-12 ag	ssDAF12 agonist	PLCb3 inh	Rev-erbA mod	SMARCA2 activ	MBD2 DNA inh	DAX1 inh-2
COc1ccc(CCNC(=O)CSc2nnnn2-c2ccccc2OC)cc1OC	1	0.6	-3	-1.1	-0.4	-1.0	0	2	-1	2	0.1
Cc1cc(C)nc(NC(=S)N2CCN(c3ncc(C(F)(F)F)cc3Cl)CC2)c1	0	·	-2	-2.8	-0.9	-2.0	1	0	·	0	·
COCCSc1nc2c(c(=O)[nH]c(=O)n2C)n1CCCc1ccccc1	1	-0.1	-1	-2.2	-1.9	-1.3	-8	1	0	0	0.0
Cc1ccc(C2NC(c3ccc(C)cc3)C(C)C(=O)C2C)cc1 (stereo not drawn)	0	-0.8	-4	-0.6	0.5	-1.1	-10	0	0	0	0.5
CCNc1nc(NC(C)C)nc(N(C#N)CCOc2ccccc2)n1	-1	-0.3	1	-3.5	-4.2	-1.3	0	-2	-3	0	-0.2
COC(=O)c1[nH]c(C)c(/C(O)=C2\C(=O)C(=O)N(CCCN3CCOCC3)C2c2ccccn2)c1C (stereo not drawn)	-8	0.7	-6	-0.3	5.5	-1.3	-12	0	2	6	-0.5
C[C@H]1CN([C@@H](C)CO)C(=O)c2cc(Br)cnc2O[C@H]1CN(C)C(=O)C1CCC1	1	0.5	-3	0.3	-2.4	-1.2	1	-3	-4	2	1.5
Cc1ccc(C)c(S(=O)(=O)N2CCN(C(=O)CCc3nc4ccccc4c(=O)[nH]3)CC2)c1	-7	2.0	-1	0.3	0.9	-1.3	-16	1	-2	-6	-0.5
CN(C(=O)c1cccc(NC(=O)Cc2ccc(NC(=O)C3CCN(C(=O)C4CCCCC4)CC3)cc2)c1)C1CCC1	2	0.3	-2	-0.7	0.7	-0.3	3	10	-1	1	0.8
CCOC(=O)Cn1nc(C)c(NC(=O)COc2cccc(Cl)c2)c1C	4	1.1	0	-1.0	1.0	-1.5	7	0	-4	-3	-0.2

(continued)
SMILES	PLCg1 inh	DAX1 inh-1	ADAM17 inh	hcDAF-12 act	hgDAF-12 ag	ssDAF12 agonist	PLCb3 inh	Rev-erbA mod	SMARCA2 activ	MBD2 DNA inh	DAX1 inh-2
O=S(=O)(NCc1ccccn1)c1ccc2ccccc2c1	0	0.3	-4	-2.4	-2.1	-0.9	-7	3	-1	-2	0.3
O=C(c1cccs1)N(Cc1ccc(Cl)cc1)C1CCS(=O)(=O)C1 (stereo not drawn)	2	-0.1	-1	-1.0	3.6	-1.7	-4	3	-2	-6	-0.7
Cc1cc(NC(=O)COc2ccccc2)ccc1Cl	3	3.0	2	1.3	8.1	-0.1	5	-1	1	-8	-0.2
COc1cccc(C(=O)NNC(=O)c2ccccc2Br)c1	3	0.1	-2	-0.1	2.3	-0.8	-1	3	0	2	-0.7
Cc1ccc(CC(=O)N2CCN(c3ccccn3)CC2)cc1	3	0.1	0	-0.7	1.6	-0.1	2	2	-3	-1	-0.1
Cc1occc1C(=O)N/N=C/C1=C(N2CCOCC2)C(=C/c2ccc(Cl)cc2Cl)/CC1	-2	1.5	-3	-0.6	4.3	-0.3	-4	2	6	-1	0.5
O=C(Nc1ccc2c(c1)OCO2)c1csc([C@@H]2O[C@H](CO)[C@H](O)[C@H](O)[C@H]2O)n1	-2	·	-1	-1.3	1.0	0.5	-6	-4	-3	2	-1.2
CN(Cc1ccccc1)C(=O)C1CCN(S(=O)(=O)c2cc([N+](=O)[O-])ccc2Cl)CC1	1	0.7	0	2.5	-0.2	-0.8	1	-1	3	2	0.0
COc1ccc(S(=O)(=O)N2CCOC2CNC(=O)C(=O)NCc2ccccc2OC)cc1 (stereo not drawn)	-3	-0.8	-1	-2.9	0.8	-1.1	-5	-4	-3	-3	-0.6
O=C(CSc1n[nH]c(=O)n1-c1cccnc1)N1CCOCC1	0	·	-4	0.0	-0.4	-0.9	-7	0	-1	4	-0.6

(list continues)
SMILES	PLCg1 inh	DAX1 inh-1	ADAM17 inh	hcDAF-12 act	hgDAF-12 ag	ssDAF12 agonist	PLCb3 inh	Rev-erbA mod	SMARCA2 activ	MBD2 DNA inh	DAX1 inh-2
O=C(CN1CCC(C(=O)c2cccc(Cl)c2)CC1)Nc1cccc(C(=O)O)c1	-1	-0.2	-3	-0.8	2.9	-1.2	-1	0	3	-3	0.4
Cc1cccc(CN2CCN(Cc3cnn(-c4ccccc4F)c3)CC2CCO)n1 (stereo not drawn)	-3	-0.2	-2	-0.4	-1.2	0.5	-10	10	0	-5	-0.2
CN(Cc1cccc(F)c1)CC(O)COCc1ccccc1Cl (stereo not drawn)	5	2.0	0	-1.7	-1.5	-1.5	5	-3	-1	0	0.7
COc1ccc(OC)c(NC(=O)c2cc(-c3cc(F)ccc3OCC3CCCO3)n[nH]2)c1 (stereo not drawn)	0	·	0	-5.8	-16	-2.7	-2	-2	-7	-3	-7.1
CC(C)=CCc1c2c(c3occ(-c4ccc(O)cc4)c(=O)c3c1O)C=CC(C)(C)O2	5	3.6	9.5*	0.7	0.2	-1.5	6	1	0	1	0.3
COc1ccc(N2CCC(CNC(=S)Nc3c(C)cccc3C)C2)cc1 (stereo not drawn)	-6	0.6	-4	-0.8	-2.1	-1.7	-11	7	-1	-4	-0.5
CN(CC(=O)NCc1ccccc1)Cc1cccc(F)c1	11*	2.0	5	0.2	-1.2	-0.3	5	-4	-1	1	-0.1
COc1cccc(NC(=O)N(CCCN2CCOCC2)C(C)c2cc3cccc(OC)c3o2)c1 (stereo not drawn)	-3	-0.1	-2	-1.6	1.6	-1.6	3	3	-1	4	0.4
Cc1noc(C)c1COc1ccc(C(=O)OCc2nnc(-c3ccc(Cl)cc3)o2)cc1	12*	-0.5	12*	-0.2	1.6	-0.9	-1	-7	-8	-1	0.3
CC1CCCCN1C(=O)CN1C(=O)c2ccccc2S1(=O)=O (stereo not drawn)	4	0.0	-1	1.1	2.4	-0.1	-3	1	1	0	2.4

New compounds follow.
SMILES	PLCg1 inh	DAX1 inh-1	ADAM17 inh	hcDAF-12 act	hgDAF-12 ag	ssDAF12 agonist	PLCb3 inh	Rev-erbA mod	SMARCA2 activ	MBD2 DNA inh	DAX1 inh-2
Cc1cc(Cl)ccc1N(CC(=O)NCCSCc1ccco1)S(C)(=O)=O	3	1.1	-2	-0.4	3.1	-1.9	-3	-7	3	-3	-1.3
CC(=O)N1CCN(CC(=O)Nc2ccccc2C(=O)Nc2ccccc2)CC1	2	1.0	3	-2.0	-1.2	-1.2	-3	0	3	-2	0.7
CCc1ccn2cc(-c3cc(-c4ccccc4)no3)nc2c1	-22	-9.4	-14	-5.7	-13	-3.0	-35	-9	-9	0	-2.1
C=CCN1C(=O)N(CC=C)c2cccc3cccc1c23	0	0.1	-3	2.1	-2.0	-0.6	0	-4	0	-1	-0.2
CCNc1nc(NCC)nc(SCCOC(=O)Nc2ccccc2)n1	5	-1.5	2	-1.3	-2.8	-1.0	4	0	0	1	-0.2
Cc1ccc(-c2nn(-c3cccc(F)c3)cc2CNCc2cccnc2)o1	-30	-0.4	-9	-0.8	4.0	-1.8	-53	6	-1	2	0.2
CCOC(=O)c1ccccc1NC(=O)c1cc2sccc2n1C	-4	0.1	-1	-0.6	1.4	-0.1	-10	-5	-2	4	0.8
Cn1c(CC(=O)NNC(=O)c2cncc(Br)c2)nc2ccccc21	2	0.9	6	2.0	4.1	-0.8	-3	-7	-3	2	0.5
Cc1cccc(C(=O)NC2CCN(C(=O)N3CCOCC3)CC2)c1	6	-0.9	4	0.1	-1.6	-1.1	3	6	-3	0	-0.4
CCN(CC)c1ccc(CN2CCC(C(=O)NCc3ccc(C)cc3)CC2)cc1	4	0.1	1	-1.3	-5.1	-1.2	1	0	6	-3	0.1

The listing continues:
SMILES	PLCg1 inh	DAX1 inh-1	ADAM17 inh	hcDAF-12 act	hgDAF-12 ag	ssDAF12 agonist	PLCb3 inh	Rev-erbA mod	SMARCA2 activ	MBD2 DNA inh	DAX1 inh-2
CCCCC[C@@H]1C=C(C(=O)O)[C@H](c2ccc(C)cc2)N1S(=O)(=O)c1ccc(C)cc1	2	1.2	3	-2.1	-0.5	-0.9	2	-5	-2	-1	0.8
CC(C)CC1C(C#N)=C(N)Oc2n[nH]c(-c3ccccc3)c21 (stereo not drawn)	-53	-0.8	-20	-2.8	-2.7	-0.9	-63	-1	1	-3	0.7
O=C1C2CCCN2C(c2ccccc2F)N1c1ccc(F)cc1 (stereo not drawn)	1	1.6	-6	-1.9	-2.7	-0.8	-2	-6	-1	-1	-0.4
O=C(c1cccc2ccccc12)C1CCCN(C(=O)CCc2cnccn2)C1 (stereo not drawn)	-1	-0.5	-1	-0.6	-3.3	-1.0	0	-1	-1	-7	0.0
O=C(O)CSc1nnc(-c2ccc(Cl)cc2Cl)n1Cc1ccccc1	0	0.8	0	-0.4	-2.4	-1.0	0	-3	-1	-4	-0.4
O=C(CCc1nnc(-c2ccc3c(c2)OCO3)o1)NCCc1ccccc1F	-3	0.7	-5	0.3	-0.6	-0.2	-11	-1	-1	3	0.5
O=C(Nc1nccs1)C(Br)C(Br)c1ccccc1 (stereo not drawn)	4	0.2	1	6.4*	16*	-0.4	-1	-6	6	-6	1.4
CC(Cc1ccccc1)C(=O)Nc1ccccc1 (stereo not drawn)	-3	-0.8	-4	-0.2	1.3	-0.8	0	-2	2	0	-0.1
CCn1c(SCC(=O)N(C(C)C)C(C)C)nnc1-c1cc2ccccc2cc1O	-22	-0.6	-2	-2.3	-4.0	-2.0	-34	-1	-5	-1	-1.8
Cn1cc(C(c2ccccc2OCC(=O)O)c2cn(C)c3ccccc23)c2ccccc21	-1	1.2	-1	1.2	2.3	-0.3	-5	3	0	-4	-0.1
CCCCNC(=O)C[C@H]1C[C@@]2(C(=O)OCC)CCCC3=C2N(CCC3)C1=O	4	·	0	0.6	-0.8	-1.3	2	1	4	2	0.1

Given with two lines to a compound: part of the list above.
Below each SMILES – PLCg1 inh, DAX1 inh-1, ADAM17 inh, hcDAF-12 act, hgDAF-12 ag, ssDAF12 agonist, PLCb3 inh, Rev-erbA mod, SMARCA2 activ, MBD2 DNA inh, DAX1 inh-2
CC(C)CC1C(C#N)=C(N)Oc2n[nH]c(-c3ccccc3)c21 (stereo not drawn)
  -53, -0.8, -20, -2.8, -2.7, -0.9, -63, -1, 1, -3, 0.7
O=C(c1cccc2ccccc12)C1CCCN(C(=O)CCc2cnccn2)C1 (stereo not drawn)
  -1, -0.5, -1, -0.6, -3.3, -1.0, 0, -1, -1, -7, 0.0
